Screens from PubChem BioAssay.
Gal4-VP16 FLuc = VP16 counterscreen qHTS for inhibitors of ROR gamma transcriptional activity. Drosophila S2 Gal4-VP16 UAS-luciferase, luminescence, 20 h. 310,000 compounds, 3.5% hits. Potency, µM (series often up to 53.6 µM), inactives show top-dose activity, negative = inhibition, most hits filed as inhibitors. AID 2546, 2010;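 also: Gal4-VP16 expression switched on by copper sulfate through the metallothionein promoter; % is scaled to controls: 0 for no effect and ±100 for the full control effect; nearly all actives have a fitted effect of over 50% in size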
FLuc counter = qHTS profiling assay for firefly luciferase inhibitor/activator using purifed enzyme and Km concentrations of substrates (counterscreen for miR-21 project); purified FLuc, Km substrates, luminescence inhibition; Potency, µM (doses to about 57.5 µM), for inactives: top-dose activity change, negative = inhibition, most hits filed as inhibitors; 360,000 compounds, 6.9% hits;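 also: plate controls were vehicle for no effect and reference inhibitor for full effect; nearly all actives have a fitted effect of over 55% in size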
Target sequence (P08659 whole entry, looked up): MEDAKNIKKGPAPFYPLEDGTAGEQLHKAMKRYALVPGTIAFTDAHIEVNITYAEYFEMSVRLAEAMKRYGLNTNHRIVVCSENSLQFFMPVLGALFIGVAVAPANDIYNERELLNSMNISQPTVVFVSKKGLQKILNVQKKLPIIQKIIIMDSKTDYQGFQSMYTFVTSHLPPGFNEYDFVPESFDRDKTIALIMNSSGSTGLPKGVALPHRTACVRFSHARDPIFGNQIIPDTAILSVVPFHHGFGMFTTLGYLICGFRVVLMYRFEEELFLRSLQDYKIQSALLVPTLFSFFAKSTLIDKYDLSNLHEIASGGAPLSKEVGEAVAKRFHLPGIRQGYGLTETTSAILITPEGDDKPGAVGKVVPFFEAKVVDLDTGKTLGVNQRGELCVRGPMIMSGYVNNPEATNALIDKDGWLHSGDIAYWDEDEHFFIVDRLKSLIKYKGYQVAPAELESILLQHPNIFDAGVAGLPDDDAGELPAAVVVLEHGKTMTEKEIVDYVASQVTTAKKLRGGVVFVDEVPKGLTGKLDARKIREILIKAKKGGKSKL
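Purified P. pyralis luciferase (10nM final) with 10uM D-luciferin and 10uM ATP (Km levels) in 50mM Tris acetate pH 7.5, 10mM Mg acetate, 0.01% Tween-20, 0.05% BSA; qHTS 6-point titration, ~60 µM downward; luminescence read.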
uPA surface inh = qHTS for Inhibitors of Cell Surface uPA Generation. cell surface uPA generation assay, qHTS. Potency, µM (doses to about 38.3 µM), for the others: at the top dose activity change, negative = inhibition, most hits filed as inhibitors. 330,000 compounds, 0.31% hits. AID 540303, 2011; active = well fitted inhibition curve with a large enough effect; inconclusive = small, poorly fitted or top-dose-only effect; inactive = no such curve, though single readings can be large or run the other way; tested in mouse RAW 264.7 cells; also: % is scaled to controls: 0 for no effect and ±100 for the full control effect; nearly all actives have a fitted effect of over 55% in size
Rab9 promoter act = qHTS Assay for Rab9 Promoter Activators. Huh7 Rab9 promoter-luciferase reporter, luminescence, 24 h. Potency, µM (top dose mostly 9.22 µM), for the others: at the top dose activation, negative = inhibition, hits mostly activators. 320,000 compounds, 2.8% hits; also: % of control where 0% means no effect; nearly all actives have a fitted effect of over 60% in size
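Quantitative HTS format; Huh7 Rab9-luciferase reporter cells (1500/well) receive compound 2 h post-plating, incubate 24 h at 37 °C, then get luciferase reagent for 10 min before luminescence reading.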
ELG1 genotoxic = qHTS screen for small molecules that induce genotoxicity in human embryonic kidney (HEK293T) cells expressing luciferase-tagged ELG1. AID 504466, 2011. Potency, µM (highest dose often 46 µM), inactives show at the highest dose activity change, positive = activation, hits mostly activators. 330,000 compounds, 1.3% hits. HEK293T ELG1-luciferase reporter, luminescence, 16 h; also: % of control where 0% means no effect; nearly all actives have a fitted effect of over 60% in size
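16 hr compound incubation (37 °C, 5% CO2) of HEK293T cells carrying luciferase-tagged ELG1; luciferase then measured by ONE-Glo luminescence after 30 min at RT.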
BRCA1 expr up = qHTS Assay to Identify Small Molecule Activators of BRCA1 Expression | MCF7-BRCA1-FFLuc reporter, luminescence, 48 h; response scale: scaled: vehicle 0%, 10 µM genistein 100% | Potency, µM (doses to about 46.1 µM), inactives show at the highest dose activation, hits mostly activators | 380,000 compounds, 1.1% hits | AID 624202, 2012; also: nearly all actives have a fitted effect of over 80% in size; some results filed as inactive show a strong effect at the top dose
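MCF7-BRCA1-FFLuc, 2000 cells/well; 2 h attach, 37 °C/5% CO2; compound 48 h; luciferase substrate 15 min; luminescence end-point. Norm. to genistein 10 microM max activation and DMSO; concentration-response curves fitted.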
RORgamma inh = qHTS for inhibitors of ROR gamma transcriptional activity; Nuclear receptor ROR-gamma (Mus musculus), P51450; Drosophila S2 Gal4-RORgamma UAS-luciferase reporter, 20 h; Potency, µM (series often up to 53.6 µM), inactives show top-dose activity change, negative = inhibition, hits mostly inhibitors; 310,000 compounds, 5.4% hits; AID 2551, 2010; also: % is scaled to controls: 0 for no effect and ±100 for the full control effect; nearly all actives have a fitted effect of over 60% in size
Target sequence (P51450 whole entry, looked up, the tested form may be a part): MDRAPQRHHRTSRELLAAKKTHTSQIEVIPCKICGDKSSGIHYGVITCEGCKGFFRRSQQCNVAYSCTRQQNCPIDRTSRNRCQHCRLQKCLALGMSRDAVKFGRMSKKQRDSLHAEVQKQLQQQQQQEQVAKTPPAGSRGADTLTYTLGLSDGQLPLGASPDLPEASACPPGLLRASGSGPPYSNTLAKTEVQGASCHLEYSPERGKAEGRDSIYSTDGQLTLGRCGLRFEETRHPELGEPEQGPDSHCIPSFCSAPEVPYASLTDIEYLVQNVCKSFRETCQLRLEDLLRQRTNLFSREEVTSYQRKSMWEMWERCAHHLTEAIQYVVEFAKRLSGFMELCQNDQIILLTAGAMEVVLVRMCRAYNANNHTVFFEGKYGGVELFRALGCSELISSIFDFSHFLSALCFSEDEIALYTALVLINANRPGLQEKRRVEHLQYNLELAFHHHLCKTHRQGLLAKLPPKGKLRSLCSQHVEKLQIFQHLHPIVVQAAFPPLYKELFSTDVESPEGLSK
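Using a luciferase readout, inhibitors were identified by reduced reporter activity in Drosophila cells coexpressing a copper-inducible Gal4–ROR gamma fusion and UAS-driven Photinus luciferase, incubated 20 hr after 700 uM copper sulfate.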
MBNL1-CUG inh = qHTS Assay for Inhibitors of MBNL1-poly(CUG) RNA binding; TR-FRET MBNL1-His/biotin-(CUG)12 binding, 665/545 ratio; Potency, µM (series often up to 57.5 µM), inactives show at the top dose activity change, negative = inhibition, most hits filed as inhibitors; 280,000 compounds, 0.036% hits; active = well fitted inhibition curve with a large enough effect in the signal ratio, with a control signal flat, not every such curve was filed as active; inconclusive = small, poorly fitted or top-dose-only effect, or effect the other way, or a change in a side signal; inactive = no such curve, though single readings can be large or run the other way; the % refers to the signal ratio; also: % is scaled to controls: 0 for no effect and ±100 for the full control effect
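TR-FRET between His-tagged MBNL1 and biotin-(CUG)12 RNA, detected with Tb anti-His antibody (0.055 ng/ul) and streptavidin-XL665 (5 nM), 60 min at room temperature. Compounds titrated 92 nM to 58 uM; 665/545 nm ratio normalized to buffer and complex controls.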
p53 reactivator = qHTS assay for re-activators of p53 using a Luc reporter; 320,000 compounds, 0.063% hits; AID 504706, 2011; Potency, µM (series often up to 92.2 µM), for inactives: at the top dose activity change, positive = activation, hits mostly activators; H1299 p53-A138V BP100-luciferase reporter, luminescence, 24 h; also: % of control where 0% means no effect; nearly all actives have a fitted effect of over 45% in size
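H1299 (p53-null), stable ts p53-A138V + BP100-Luc; 1000 cells/well, Opti-MEM/10% FBS; cpd 4 pt, 1:5; 24 h, 37 deg C, 5% CO2; detection reagent 10 min RT; luminescence.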
NPC1 prom act = qHTS Assay for NPC1 Promoter Activators | Huh7 NPC1 promoter luciferase reporter, 24 h | Potency, µM (top dose mostly 9.22 µM), for the others: at the highest dose activation, hits mostly activators | 320,000 compounds, 2.4% hits | AID 485313, 2010;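 also: % of control where 0% means no effect; nearly all actives have a fitted effect of over 60% in size; reporter is driven by a mutant NPC1 promoter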
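Stably transfected Huh7 (NPC1 promoter→luciferase), 1500 cells/well in Opti-MEM + 10% FBS, 2 h settle, then compound 24 h at 37 °C. Luminescence after 10 min with Amplite reagent.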
Active calls of the source: *; ? = inconclusive; . = not tested or not shown; & = joins results of further samples; [ ] = remark or other dose. Unless noted, calls follow the shape of the dose curve; as a rule, active = well fitted curve in the direction sought with a large enough effect; inconclusive = small, poorly fitted or top-dose-only effect, or another doubt; inactive = no such curve, though single readings can be large; an effect the other way counts as inactive or inconclusive. Potency is read from the fitted curve at half-maximal effect.

SMILES	Gal4-VP16 FLuc	FLuc counter	uPA surface inh	Rab9 promoter act	ELG1 genotoxic	BRCA1 expr up	RORgamma inh	MBNL1-CUG inh	p53 reactivator	NPC1 prom act
Cc1ccc2nc3c(cc(C(=O)NCCc4ccccc4)c(=N)n3CCCN3CCOCC3)c(=O)n2c1	6%	-4%	-11%	-2%	-3%	-14%	0%	?	-4%	-2%
CCC(C(=O)NC1CCCC1)N(C(=O)c1snc(C(N)=O)c1N)c1ccc(OC)cc1 (stereo not drawn)	-2%	2%	0%	1%	3%	-9%	0%	2%	-2%	-3%
Cc1cccc(-n2c(O)c(C=Nc3c(C)n(C)n(-c4ccccc4)c3=O)c3ccccc3c2=O)n1	9%	2%	4%&0%	3%	-1%	-21%&1%	-31%	-1%	6%	-2%
Cc1noc(C)c1CSc1nnc2cc(C)c3ccccc3n12	-11%	0%	6%	-7%	4%	-3%	-29%	4%	3%	0%
CSc1nccn1CC(=O)Nc1ccc(F)cc1	?	-3%	1%	6%	4%	4%	-5%	-7%	-3%	5%
Cc1ccc(CSc2nnc(SCC(=O)N/N=C/C=C/c3ccccc3[N+](=O)[O-])s2)cc1	?	1.3µM*	-6%	-5%	16%	-68%	11µM*	0%	23%	-4%
O=C(COc1cc2oc(=O)c3c(c2cc1Cl)CCC3)NCC1CCC(C(=O)O)CC1 (stereo not drawn)	-4%	0%	4%	-2%	6%	0%	19%	-6%	-3%	0%
Cc1ccc(Cl)cc1N1CCN(C(=O)C2CCC(=O)N2C(C)C)CC1 (stereo not drawn)	-12%	3%	-8%	-7%	1%	3%	-24%	-17%	1%	-1%
S=C(Nc1ccccc1Cl)N(Cc1ccccc1)Cc1cccnc1	-1%[10 µM]	1%	-3%	-14%	9%	-14%	?	-5%	1%	-5%
Cc1ccc(C(=O)NC2CCN(S(=O)(=O)c3ccccc3)CC2)cc1	-4%	0%	0%	-2%	-2%	-5%	-14%	-4%	0%	-5%
Clc1ccc(-n2ncc3c(NCc4cccs4)ncnc32)cc1	?	4%	-1%	5%	-5%	31%[1.84 µM]	27%	5%	-16%	3%
CC1CCN(C(=S)NC2CCCCC2)CC1	-17%	-8%	0%	-3%	-1%	0%	?	-6%	-2%	0%
COc1ccccc1NC(=O)C1C2CCCCC21 (stereo not drawn)	-3%	0%	-3%	-3%	3%	0%	30%	7%	5%	2%
O=C(c1ccc2c(=O)n(CCc3ccccc3)c(=O)[nH]c2c1)N1CCN(c2ccccc2)CC1	5%	3%	-1%	0%	-9%	-25%	6%	2%	6%	-4%
C=CCn1c(=S)[nH]c2cc(C(=O)Nc3ccc(F)cc3)ccc2c1=O	?	-4%	6%	1%	4%	-11%	0%	20%	0%	-2%
Cc1c(C(=O)/C=C/N(C)C)nnn1-c1ccc(Cl)cc1Cl	-11%	?	-2%	-1%	7%	62%	14%	-3%	-1%	-7%
Cc1c(C)c2ccc(OCC(=O)N3CCN(c4cccc(Cl)c4)CC3)cc2oc1=O	-6%	-3%	6%	0%	-3%	-4%	1%	2%	-4%	1%
COc1cccc(C(=O)N/N=C/c2ccc(OC3CSC3)cc2)c1	-15%	15µM*	-1%	10%	?	7%	?	3%	6%	-4%
O=C(O)CCCNC(=O)/C(=C\c1ccccc1F)NC(=O)c1ccccc1	?	1%	1%	-4%	?	19%	34%	-9%	2%	-2%
CCN(C(=O)c1cnc(OC)cc1C(F)(F)F)c1ccc(Cl)cc1	10%	1%	0%	-4%	-8%	-17%	3%	.	-3%	3%
O=C(Nc1ccc(Br)cc1Cl)N1CCOCC1	-6%	1%	-6%	0%	-2%	6%	3%	-1%	6%	-1%
Cc1ccc(S(=O)(=O)N2CCN(C(=O)COC(=O)Cc3cccc(C(F)(F)F)c3)CC2)c(C)c1	.	3%	7%	-4%	-2%	-9%	.	.	1%	0%
O=C(COc1cccc(F)c1)NNC(=O)c1cccc(-n2cccc2)c1	.	3%	4%	-2%	2%	-3%	.	.	1%	-1%
Cc1cc(C)c(S(=O)(=O)N2CCCCC2CCNC(=O)C(=O)NCc2cccnc2)c(C)c1 (stereo not drawn)	.	-1%	1%	0%	1%	-52%	.	.	-15%	5%
O=C(CSc1nc(=O)n2ccccc2n1)N1CCN(c2ccccc2)CC1	.	0%	-4%	0%	0%	-3%	.	.	1%	0%
O=c1c2c3c(sc2nc2n1CCC2)CCCCC3	9%	-19%	-9%	0%	7%	60%	32%	6%	4%	-4%
NC(=O)C1(N2CCCCC2)CCN(C(=O)Nc2ccccc2C(F)(F)F)CC1	-1%	-4%	4%	-1%	1%	-8%	-29%	-8%	-2%	1%
Cc1ccc(-n2c(-c3ccncc3)nnc2-c2ccco2)cc1	-2%	0%	4%	-4%	-7%	8%	1%	-3%	-1%	7%
CSc1nc(C(=O)N2CCc3c([nH]c4ccccc34)C2c2ccccn2)cs1 (stereo not drawn)	-11%	-7%	3%	-7%	-4%	-6%	13%	8%	-7%	-8%
Cc1c(NS(=O)(=O)c2cc(C(=O)N3CCCC(C)C3)ccc2Cl)c(=O)n(-c2ccccc2)n1C (stereo not drawn)	.	.	-2%	.	1%	-22%	.	.	3%	.
Cc1c(C(=O)O)oc2ccc(S(=O)(=O)NCc3ccc4c(c3)OCO4)cc12	-2%	-1%	3%	2%	2%	-10%	-12%	-22%	0%	-2%
COc1ccc(-c2nnc(-c3ccc(N)cc3)o2)cc1	-26%	3.4µM*	-5%	?	7.3µM*	?	8%	-10%	19%	?
CCCNc1cc(=O)n(C)c(=O)n1C	2%	7%	-1%	1%	-2%	7%	-5%	-7%	-2%	0%
CCC(NC(=O)C1(C)CC1(Br)Br)c1ccc(C)cc1 (stereo not drawn)	-1%	-1%	4%	-1%	-3%	-24%	-15%	2%	0%	-2%
O=C(CN1CCN(S(=O)(=O)c2ccccc2F)CC1)Nc1ccnn1C1CCCC1	.	.	15%	-8%	-5%	4%	.	.	-2%	2%
O=C(CSc1nnnn1C1CC1)N1CCN(Cc2ccccc2F)CC1	.	.	15%	-3%	1%	3%	.	.	7%	-2%
O=C(NCC(=O)N1CCC(N2CCCCC2)CC1)C1CCCCC1	-15%	1%	4%	0%	0%	0%	-25%	-15%	0%	0%
CC(C)(C)OC(=O)C[C@@H]1C/C=C\C[C@@H](CC(=O)NCCO)C(=O)N[C@H](C(C)(C)C)COC1=O	.	.	1%	.	3%	18%	.	.	0%	.
COc1ccc(NC(=O)CC2C(=O)N(c3ccccc3)C(=O)N2Cc2ccco2)cc1 (stereo not drawn)	-1%	1%	5%	-5%	-3%	-8%	2%	1%	-3%	-1%
CCOc1cc(/C=C/c2nc3cc(C)c(C)cc3s2)ccc1OCC(=O)N1CCOCC1	-7%	?	2%	-4%	-3%	39%	?	.	-3%	-4%
O=C(NCC(c1ccco1)N1CCc2ccccc21)c1ccccc1 (stereo not drawn)	.	-1%	-3%	-2%	-10%	-12%	.	.	-3%	-3%
COC(=O)C1CCN(C(=O)c2cc(-c3ccco3)nc3ccccc23)CC1	.	.	-21%	.	0%	1%	.	.	-17%	.
O=C(c1ccncc1)c1ccc([N+](=O)[O-])cc1	-3%[10 µM]	5%	-3%	2%	-3%	0%	-17%	?	-5%	-3%
CCCOc1ccc(C(=O)CCNc2cccc(Cl)c2)cc1	25%	-10%	-4%	25%	10%	41%	37%	-7%	6%	17%
COc1cc(OC)c(/C=N/NC(=O)c2ccc([N+](=O)[O-])cc2)cc1Br	11%	-15%	.	-1%	0%	4%	?	19%	12%	0%
COc1cc2nc(CC(C)C)n(NC(=O)c3ccccc3)c(=O)c2cc1OC	-5%	6%	-2%	-6%	-1%	-9%	-3%	-2%	-1%	2%
CCc1ccc(OCCNC(=O)c2ccccc2SCc2ccc(F)cc2)cc1	0%	5%	1%	-5%	-3%	-68%	12%	2%	3%	1%
Cc1cc(CN(C)C(=O)c2cc(COc3ccc(C)c(C)c3)on2)n[nH]1	-25%	2.4µM*	21%	2µM*	2.9µM*	22%	-24%	96%[activator]	?	2.5µM*

Some of the entries so far, as labelled records.
O=C(NCC(c1ccco1)N1CCc2ccccc21)c1ccccc1 (stereo not drawn)
  Gal4-VP16 FLuc = .
  FLuc counter = -1%
  uPA surface inh = -3%
  Rab9 promoter act = -2%
  ELG1 genotoxic = -10%
  BRCA1 expr up = -12%
  RORgamma inh = .
  MBNL1-CUG inh = .
  p53 reactivator = -3%
  NPC1 prom act = -3%
COC(=O)C1CCN(C(=O)c2cc(-c3ccco3)nc3ccccc23)CC1
  Gal4-VP16 FLuc = .
  FLuc counter = .
  uPA surface inh = -21%
  Rab9 promoter act = .
  ELG1 genotoxic = 0%
  BRCA1 expr up = 1%
  RORgamma inh = .
  MBNL1-CUG inh = .
  p53 reactivator = -17%
  NPC1 prom act = .
